Bioassay records (PubChem)
Fam108B counter = mouse Fam108B serine hydrolase inhibitors, primary screen, counter-screen for RBBP9 inhibitor project, biochemical, fluorescence polarization; recombinant Fam108B, FP-Rh probe fluorescence polarization; inhibition, % at 9.51 µM; AID 1947, 2009; 300,000 tested, 0.33% active;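 active = inhibition above the screen mean inhibition plus 3 SD, computed separately per campaign, cut at about 18% in these data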;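 note: inhibitors lower polarization as less probe binds the enzyme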
VLA-4 inh = inhibition in human VLA-4 binding assay, primary screen, VLA-4 allosteric modulator project, MLPCN library, flow cytometry, VLA-4 expressing cells; inhibition, % (about 7 µM as worked out from the volumes in the protocol); Integrin alpha-4 (Homo sapiens), P13612; 330,000 tested, 0.2% active; ligand binding flow cytometry; AID 2557, 2010; in the data active = inhibition above about 50%
Target sequence (P13612 whole entry, looked up): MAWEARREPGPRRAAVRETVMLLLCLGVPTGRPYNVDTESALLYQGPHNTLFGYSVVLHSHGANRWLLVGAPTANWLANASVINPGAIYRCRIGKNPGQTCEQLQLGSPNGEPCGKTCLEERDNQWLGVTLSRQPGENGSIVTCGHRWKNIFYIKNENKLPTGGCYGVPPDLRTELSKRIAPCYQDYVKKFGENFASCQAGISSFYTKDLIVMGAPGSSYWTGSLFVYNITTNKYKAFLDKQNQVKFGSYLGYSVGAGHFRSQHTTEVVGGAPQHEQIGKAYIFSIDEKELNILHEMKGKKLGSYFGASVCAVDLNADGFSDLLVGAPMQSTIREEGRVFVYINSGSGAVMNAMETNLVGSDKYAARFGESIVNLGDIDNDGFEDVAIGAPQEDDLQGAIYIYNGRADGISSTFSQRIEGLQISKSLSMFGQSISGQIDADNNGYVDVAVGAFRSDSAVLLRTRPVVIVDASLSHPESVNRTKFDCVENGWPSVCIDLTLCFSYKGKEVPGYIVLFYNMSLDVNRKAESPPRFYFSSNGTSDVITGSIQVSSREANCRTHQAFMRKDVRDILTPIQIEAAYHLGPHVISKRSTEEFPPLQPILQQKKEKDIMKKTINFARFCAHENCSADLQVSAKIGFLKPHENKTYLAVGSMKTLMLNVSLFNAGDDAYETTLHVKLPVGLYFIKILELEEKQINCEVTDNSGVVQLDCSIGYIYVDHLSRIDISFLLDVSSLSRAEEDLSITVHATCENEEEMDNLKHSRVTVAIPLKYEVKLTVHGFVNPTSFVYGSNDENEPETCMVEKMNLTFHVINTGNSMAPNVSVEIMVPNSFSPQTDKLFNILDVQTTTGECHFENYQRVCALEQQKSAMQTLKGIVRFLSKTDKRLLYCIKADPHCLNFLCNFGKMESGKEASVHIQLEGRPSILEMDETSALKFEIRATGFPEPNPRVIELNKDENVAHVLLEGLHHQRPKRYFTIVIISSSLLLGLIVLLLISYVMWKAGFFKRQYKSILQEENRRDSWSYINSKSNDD
Bcl-xL primary = inhibitors of human Bcl-xL, primary screen, biochemical, fluorescence polarization, HTS | Bcl-2-like protein 1 (Homo sapiens), Q07817 | inhibition, % at 10.9 µM | 320,000 tested, 0.7% active | GST-Bcl-xL / FITC-Bim BH3 peptide fluorescence polarization;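 active = inhibition above the mean of all tested compounds plus 3 SD, cutoff set per campaign, cut at about 30% in these data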;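 note: 0% = DMSO wells and 100% = unlabeled Bim-BH3 peptide competitor; inhibitors lower millipolarization by displacing the labeled peptide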
MCL1 BIM primary = inhibitors of MCL1 binding to BIM-BH3, primary screen, biochemical, fluorescence polarization; Induced myeloid leukemia cell differentiation protein Mcl-1 (Homo sapiens), Q07820; GST-MCL1 / FITC-Bim-BH3 fluorescence polarization; inhibition, % at 10.9 µM; 320,000 tested, 0.68% active; AID 2057, 2009;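 active = inhibition above the mean inhibition of all tested compounds plus 3 SD, set per campaign, cut at about 40% in these data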;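 note: 0% = DMSO wells and 100% = unlabeled Bim-BH3 peptide control; higher means more loss of mP so more displacement of Bim peptide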
MEX-5 binding = MEX-5 zinc finger RNA-binding disruptors – biochemical, C. elegans, fluorescence polarization, MLPCN library, primary screen; Zinc finger protein mex-5 (Caenorhabditis elegans), Q9XUB2; 300,000 tested, 0.38% active; MEX-5/FITC-TCR2 RNA binding; active compounds read low; activity score (negative = inhibition of binding), % at 10 µM; AID 1832, 2009;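 active = inhibition past about -25% in most replicates, and total fluorescence under double the plate's negative control median, limit read from the data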;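 note: 0% = DMSO and -100% = 5 µM competing unlabeled TCR2 RNA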
GRK2 inh = compounds blocking aptamer binding on GRK2 – biochemical, human GRK2, bead flow cytometry, HTS, primary screen; inhibition of aptamer binding, % at 10 µM; FAM-aptamer displacement from GRK2; Beta-adrenergic receptor kinase 1 (Homo sapiens), P25098; 330,000 tested, 0.59% active;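 active = inhibition of aptamer binding above 40%, roughly 3 SD of noise, on plates passing a quality check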;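 note: median bead fluorescence of bound FAM aptamer so fluorescent compounds give negative values; no value below 0 was filed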
GLD-1 TGE inh = GLD-1/TGE RNA complex disruptors, primary screen, biochemical, fluorescence polarization; Female germline-specific tumor suppressor gld-1 (Caenorhabditis elegans), Q17339; purified GLD-1 + fluorescein TGE RNA; inhibition, % at 5.96 µM; 320,000 tested, 0.44% active; AID 2280, 2010;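 active = percent inhibition above a per-plate cutoff, the plate mean of test compounds plus 3 SD, cut at about 30% in these data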;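 note: 0% = DMSO wells with GLD-1 and probe and 100% = wells lacking GLD-1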
CIT2 TOR yeast = modulators of CIT2-GFP expression in yeast, primary screen, S. cerevisiae, GFP fusion, multiplex flow cytometry, MLPCN library; S. cerevisiae CIT2-GFP strain, 3 h; 100 means same as DMSO wells; GFP response vs DMSO, % at 10 µM; 320,000 tested, 0.065% active; AID 2029, 2009;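 active = GFP response relative to DMSO above a set limit, near the screen mean plus 3 SD, cut at about 150% in these data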;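 note: ratio of well median GFP fluorescence to mean of DMSO wells on the plate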
AGP1-GFP MLPCN = modulators of AGP1-GFP expression in yeast TOR pathway, primary screen, cell-based, multiplex flow cytometry, S. cerevisiae, MLPCN library; 3 h; GFP as percent of DMSO wells; GFP response vs DMSO, % at 10 µM; 320,000 tested, 0.02% active; AID 2066, 2009;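 active = GFP response relative to DMSO above a set limit, near screen average plus 3 SD, cut at about 150% in these data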;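 note: median GFP channel fluorescence of the gated AGP1 strain per well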
Active calls of the source: *; x = no result given; [ ] = dose if it differs, or a comment.

SMILES | Fam108B counter | VLA-4 inh | Bcl-xL primary | MCL1 BIM primary | MEX-5 binding | GRK2 inh | GLD-1 TGE inh | CIT2 TOR yeast | AGP1-GFP MLPCN
CCCOC(=O)C1[C@H]2C(=O)N(CC3CCCO3)C[C@]23C=C[C@H]1O3 (some centres undefined) | -2 | 3 | 9 | 5 | -1.1 | 1 | 5 | 98 | 98
COc1ccc(/C=C/C(=O)O)cc1Cl | -1 | -1 | 4 | 5 | 0.8 | 3 | -9 | 96 | 102
O=C1NCCNC1(c1c[nH]c2ccccc12)C(F)(F)F (centres undefined) | 0 | 0 | -1 | -1 | 0.3 | 3 | -11 | 89 | 97
CC/S(=N\S(=O)(=O)c1ccc(C)cc1)c1ccccc1 (centres undefined) | 2 | 10 | -2 | -4 | x | 5 | -1 | 94 | 104
Cc1cc(-c2ccccc2)nc(N(C)NC(=O)C(C)(C)C)c1S(C)(=O)=O | 0 | 19 | 1 | -10 | 1.8 | 2 | 3 | 102 | 101
CCC(C)NC(=O)CSc1nc2scc(-c3ccccc3)c2c(=O)[nH]1 (centres undefined) | 3 | 18 | 4 | 1 | -3.7 | 1 | 3 | 99 | 98
CC(CNC(=O)c1ccc(C#N)cc1)NC(=O)c1ccc(C#N)cc1 (centres undefined) | x | 6 | x | x | 1.1 | 0 | x | 98 | 94
COc1ccc(Cl)cc1NC(=O)C1Cc2ccccc2CN1S(C)(=O)=O (centres undefined) | 2 | -10 | -4 | -12 | 1.2 | 0 | -1 | 94 | 94
C/C(Nc1ccccc1)=C(/C#N)C(N)=O | -1 | 4 | -2 | -1 | 3.3 | 0 | 6 | 113 | 107
CSCCC(NC(=O)c1ccc(Cl)cc1Cl)C(=O)OCC(N)=O (centres undefined) | 0 | 3 | 3 | -2 | -1.6 | 0 | 3 | 100 | 103
O=c1[nH]c2ccccc2nc1/C=C(\O)C(F)F | 1 | -67 | 1 | -12 | -3.0 | 4 | -63 | 96 | 95
COc1ccc(-n2ccn3c(CCC(=O)N4CCN(c5cccc(C)c5C)CC4)nnc3c2=O)cc1 | 1 | 14 | 9 | 2 | -1.8 | 2 | -5 | 101 | 99
CCOc1cccc(CNn2cnnc2)c1OCc1ccccc1Cl | 4 | 2 | 2 | -3 | -0.1 | 3 | 9 | 100 | 100
CCCCSc1nnc(CNC(=O)C23CC4CC(CC(C4)C2)C3)n1Cc1ccccc1 | 0 | 4 | 13 | 9 | 1.2 | 0 | 4 | 91 | 97
C/C(=N\NC1=NCCN1)c1ccc(Cl)cc1 | 1 | -6 | 1 | 0 | -1.7 | 2 | 9 | 114 | 114
Cc1cc(NC(=O)CC(C)C)c(=O)n(Cc2cccc(F)c2)c1 | 1 | -7 | 8 | 6 | -3.4 | 0 | 1 | 144 | 100
O=C(C1CC1)N1CCN=C1SCc1ccccc1Cl | 5 | -6 | -1 | -7 | 3.7 | 2 | -5 | 109 | 101
CC(C)Cc1cc(C(=O)N2CCCC(CO)(Cc3ccc(F)cc3F)C2)n[nH]1 (centres undefined) | -3 | 4 | 1 | 0 | 4.0 | 1 | 0 | 108 | 101
COc1ccccc1NC(=O)C(C)OC(=O)CC1CCCC1 (centres undefined) | 3 | 7 | 3 | 5 | 2.6 | 0 | -2 | 95 | 88
COc1cc2c(cc1OC)CN(C(=S)Nc1ccc(Cl)cc1)CC2 | 2 | -1 | 5 | 6 | -1.4 | 1 | -3 | 98 | 102

Reprinted at random: 3 entries already listed
SMILES | Fam108B counter | VLA-4 inh | Bcl-xL primary | MCL1 BIM primary | MEX-5 binding | GRK2 inh | GLD-1 TGE inh | CIT2 TOR yeast | AGP1-GFP MLPCN
O=C1NCCNC1(c1c[nH]c2ccccc12)C(F)(F)F (centres undefined) | 0 | 0 | -1 | -1 | 0.3 | 3 | -11 | 89 | 97
Cc1cc(-c2ccccc2)nc(N(C)NC(=O)C(C)(C)C)c1S(C)(=O)=O | 0 | 19 | 1 | -10 | 1.8 | 2 | 3 | 102 | 101
CCC(C)NC(=O)CSc1nc2scc(-c3ccccc3)c2c(=O)[nH]1 (centres undefined) | 3 | 18 | 4 | 1 | -3.7 | 1 | 3 | 99 | 98

(further entries)
SMILES | Fam108B counter | VLA-4 inh | Bcl-xL primary | MCL1 BIM primary | MEX-5 binding | GRK2 inh | GLD-1 TGE inh | CIT2 TOR yeast | AGP1-GFP MLPCN
Cc1nc(C(=O)Nc2ccc(Cl)cc2)sc1C1(C)CC(c2cccc([N+](=O)[O-])c2)=NO1 (centres undefined) | -2 | -5 | 4 | 9 | 1.4 | 2 | -3 | 110 | 89
O=C(CSc1nc2ccccc2nc1SCC(=O)N1CCOCC1)N1CCOCC1 | 2 | 3 | 4 | 7 | 0.6 | 0 | 2 | 86 | x
O=C(N/N=C\c1coc2ccccc2c1=O)c1ccco1 | 2 | 15 | 2 | 3 | 1.7 | 4 | 1 | 91 | 99
O=[N+]([O-])c1ncn(Cc2ccccc2Cl)n1 | -2 | -13 | -5 | -4 | -0.8 | 1 | -14 | 61 | 83
O=C(O)CC(c1cccc(Cl)c1)n1cccc1 (centres undefined) | 2 | 12 | 4 | 4 | 1.0 | 2 | 6 | x | 101
O=C(Nc1ccc2c(c1)OCO2)N1CCN(C/C=C/c2ccccc2)CC1 | 2 | 6 | 0 | 5 | 3.1 | 0 | -3 | 95 | 101
COc1cc(OC)cc(C(=O)N[C@H](C(=O)OCC(=O)c2ccc(C)c([N+](=O)[O-])c2)C(C)C)c1 | x | 8 | x | x | x | 0 | 3 | 110 | 104
CC(=O)C1=C(Nc2ccc(C)cc2)CC(C)(O)C(C(C)=O)C1c1ccco1 (centres undefined) | 7 | 6 | 5 | 4 | 2.7 | 0 | -3 | 106 | 103
COc1ccc(NC(=O)CSc2ccc3nnc(-c4ccccn4)n3n2)cc1 | 0 | 6 | 4 | -2 | 0.9 | 4 | -1 | 97 | 98
C=CCOc1ccc(/C=C2\SC(N3CCCCC3)=NC2=O)cc1 | -1 | 5 | 4 | 4 | 1.2 | 1 | -5 | 98 | 100
COc1ccc(-c2cc(C(=O)NN)[nH]n2)cc1 | 2 | 14 | 1 | -5 | 1.4 | 0 | 3 | 96 | 101
Cc1cc(/C=N/NC(=O)CC#N)c(C)n1-c1ccc([N+](=O)[O-])cc1 | 2 | 0 | 4 | 12 | -3.6 | 2 | 6 | 99 | 107
COc1ccc(NC(=O)CN(c2ccccc2F)S(=O)(=O)c2ccc(C)cc2)c(OC)c1 | 0 | -31 | 1 | 1 | -4.0 | 0 | 7 | 109 | 108
Cc1ccc(OCc2nnc(SCC(=O)Nc3ccc(N4CCOCC4)cc3)o2)cc1 | -1 | -2 | 1 | -3 | -0.5 | 0 | -7 | 110 | 106
COc1cccc(N2CCN(C(=S)Nc3ccccc3OC)CC2)c1 | -1 | 9 | 5 | 8 | 0.8 | x | 2 | 108 | 96
Cc1ccc(S(=O)(=O)N2CCC(C(=O)N3CCC[C@H]3C(=O)NCc3ccco3)CC2)cc1 | 3 | 5 | 10 | 8 | -0.1 | 1 | 5 | 93 | 97
Cc1cccc(C)c1OCC(O)CN1CCN(c2ccccc2)CC1 (centres undefined) | 5 | 6 | 3 | 3 | 1.7 | 0 | -2 | 95 | 102
O=C1C(=O)N(Cc2cccnc2)C(c2cccc(O)c2)/C1=C(\O)c1ccc2c(c1)OCCO2 (centres undefined) | 4 | -2 | 4 | -8 | 1.3 | 1 | 0 | 104 | 101
CCCC(=O)Nc1nnc(Sc2ccc(N(C)C)cc2)s1 | -3 | 8 | 4 | -1 | 1.9 | 0 | 8 | 113 | 104
O=C(CSc1nccc(=O)[nH]1)Nc1ccc(Br)c(Cl)c1 | -2 | 9 | 4 | 6 | -0.7 | 1 | -2 | 90 | 97
Cc1nc(-c2ccc(C(=O)Nc3cccc(F)c3)cc2)cs1 | -2 | 13 | 2 | 4 | 2.6 | 0 | -1 | 99 | 95
CC1(C(=O)OCC(=O)NC(=O)NCc2ccccc2)CC1(Cl)Cl (centres undefined) | -3 | 15 | -7 | -9 | -0.6 | 1 | 2 | 96 | 99
CCOc1ccc(-c2nc(C#N)c(NCc3ccc4c(c3)OCO4)o2)cc1 | 0 | 12 | 2 | 3 | -2.4 | 2 | 2 | 95 | 99
Cc1cccc(C(=O)c2cnc3ccccc3c2-c2ccccc2)c1 | -4 | 24 | 9 | 6 | -2.1 | 0 | 8 | 82 | 95
COc1ccc(N2CC(C(=O)Nc3cc(C(F)(F)F)ccc3N3CCCC3)CC2=O)c(OC)c1 (centres undefined) | 4 | 3 | -2 | -8 | 1.7 | 0 | 1 | 77 | 106
O=C(OCC(=O)N1CCN(c2ccccc2)CC1)c1cc(Cl)ccc1[N+](=O)[O-] | -2 | -5 | 4 | -2 | 0.9 | 1 | 0 | 92[may fluoresce green] | 98[may fluoresce green]
Cc1ccc(C(C(=O)NC(C)(C)C)N(Cc2ccccc2)C(=O)c2snc(C(N)=O)c2N)o1 (centres undefined) | -1 | 14 | 6 | 0 | 1.8 | 0 | 3 | 102 | 94
COc1ccc(S(=O)(=O)N(CCc2ccccc2)CC(=O)NCCCO)cc1 | 3 | 17 | 5 | 3 | 2.3 | 2 | 1 | 99 | 101
Clc1ccc(OCc2nn3c(C4CCCCC4)nnc3s2)cc1 | -4 | -4 | 5 | 6 | -1.1 | 1 | 2 | 106 | 94
NC(=O)/C=C\C(=O)Nc1cccc(C(F)(F)F)c1 | 2 | 13 | 5 | 7 | -1.7 | 0 | 7 | 98 | 101
Cc1ccccc1C(=O)NC(=S)Nc1ccccc1[N+](=O)[O-] | 5 | 10 | 2 | 10 | -0.4 | 2 | 7 | 105 | 98
COc1ccc(NC(=O)CSc2nc3ccc(Nc4nc(N5CCOCC5)nc(N5CCOCC5)n4)cc3s2)cc1 | -9 | 9 | 2 | -1 | -2.8 | 0 | 3 | 98 | 106
CC(Oc1ccc(-c2ccccc2)c(F)c1)c1ccn(S(=O)(=O)c2ccc(Cl)cc2)n1 (centres undefined) | -6 | 0 | -6 | -1 | 0.7 | 1 | 4 | 97 | x
O=C(Nc1cccc(S(=O)(=O)N2CCOCC2)c1)c1cc2c(s1)CCC2 | 1 | 25 | 2 | 2 | 1.4 | 0 | 2 | 81 | 85
CCCc1nc2sc3ccccc3c(=O)c2c(=O)n1Cc1ccc(OC)cc1 | -3 | -1 | 3 | 0 | 2.6 | 3 | 2 | 86 | 98
CC#CC(=O)N1CCCC(C(=O)c2ccc(SC)cc2)C1 (centres undefined) | 3 | -4 | 1 | 5 | 3.8 | 3 | 5 | 102 | 99
Cc1ccc(N2C(=O)CC(C)(C)CC2=O)cc1Cl | -3 | -7 | -1 | 4 | -2.2 | 0 | 7 | 95 | 99
Cc1ccc(S(=O)(=O)NCC(c2ccco2)S(=O)(=O)c2ccccc2)cc1 (centres undefined) | 2 | -17 | 5 | 4 | 0.3 | 3 | 0 | 114 | 102
